Bioassay records from PubChem.
HT1080 IDH1KD tx: toxicity to HT-1080 IDH1 knockdown cells (counter line). HT-1080 IDH1 knockdown viability, ATP luminescence, 48 h. 2% of 360,000 active. Potency, µM (titrated, usually from 46.1 µM), for the others: top-dose activity, negative = toxicity, most hits filed as cytotoxic;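 also: potency is read from the fitted curve at half-maximal effect; 0% = DMSO wells and -100% = cell-free medium wells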
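In this qHTS, HT-1080 cells depleted of IDH1 are exposed for 48 h at 37 °C to compound titrations. Toxicity is scored from CellTiter-Glo luminescence, with DMSO as full viability and medium alone as none.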
HT1080-NT tox: kills 2HG-producing HT-1080-NT fibrosarcoma cells; 1.6% of 360,000 active; AID 686970; HT-1080-NT fibrosarcoma viability, CellTiter-Glo ATP luminescence, 48 h; Potency, µM (titrated, usually from 46.1 µM), for the others: at the highest dose activity, negative = less viability, actives largely listed as cytotoxic;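 also: NT is the 2HG producing partner of a matched IDH1 knockdown line; potency is read from the fitted curve at half-maximal effect; 0% = DMSO-treated cells and -100% = media-only wells without cells; nearly all actives have a fitted effect of over 55% in size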
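Compounds were tested in concentration-response format on HT-1080-NT cells for 48 hours at 37 degrees C. Cell viability came from CellTiter-Glo luminescence; curves were classified by r2, response magnitude and activity.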
SW480 rereplic: DNA re-replication induction in SW480 cells | Potency, µM (series often up to 46.1 µM), inactives show top-dose re-replication activation, actives largely listed as activators | SW480 DNA re-replication, Hoechst DNA content imaging, 48 h | 1.8% of 340,000 active; also: potency is read from the fitted curve at half-maximal effect; % of control where 0% means no effect; nearly all actives have a fitted effect of over 55% in size
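Image-based DNA-content assay: after two days of treatment, nuclei were labelled with the DNA dye Hoechst and imaged, and hits were compounds raising the count of nuclei showing high fluorescence intensity.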
ATXN viability: reduces viability in counter-screen for ATXN expression inhibitors; S2 cells (HEK-293 line with an ATXN2-luciferase reporter) viability, CellTiter-Fluor protease fluorescence, 24 h; Potency, µM (series often up to 56.7 µM), usual class: cytotoxic; 0.49% of 400,000 active; AID 651635; also: potency is read from the fitted curve at half-maximal effect; nearly all actives have a fitted effect of over 40% in size
KB-V1 cytotox: kills drug-selected multidrug resistant KB-V1 cells; 3.4% of 400,000 active; KB-V1 MDR cells viability, CellTiter-Glo, 72 h; AID 1347076; Potency, µM (top dose mostly 46.1 µM), for inactives: top-dose activity change, negative = cytotoxicity, hits mostly cytotoxic; also: potency is read from the fitted curve at half-maximal effect; % is scaled to controls: 0 for no effect and ±100 for the full control effect; nearly all actives have a fitted effect of over 60% in size
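Cytotoxicity via CellTiter-Glo luminescence after 72 h compound exposure at 37 degrees C. Cells: drug-selected KB-V1 line, DMEM phenol-red free plus 10% FBS. Compounds tested at multiple concentrations; normalized data fitted to concentration-effect curves.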
IL-1B inflam inh: inhibitors of inflammasome signaling (IL-1 beta secretion); AID 743279; 4.7% of 360,000 active; THP-1 LPS/ATP IL-1B secretion, AlphaLISA, 16 h; hits give low values; activity change, % at 57.5 µM; in the data active = activity change below about -50%; inconclusive = mostly about -30% to -49%; also: % is scaled to controls: 0 for no effect and ±100 for the full control effect
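Secreted IL-1B measured by AlphaLISA bead assay after 16 h compound exposure of THP-1 cells; compounds (final up to 57.5 uM) added 1 h before LPS (250 ng/mL) and ATP (1.25 mM) stimulation; lower signal means less secretion.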
MCF10A rereplic: DNA re-replication induction in MCF 10a cells. 2.9% of 350,000 active. MCF 10A DNA re-replication, Hoechst nuclear intensity, 48 h. Potency, µM (doses to about 46.1 µM), without a hit: top-dose activity, positive = re-replication, most hits filed as activators; also: potency is read from the fitted curve at half-maximal effect; % of control where 0% means no effect; nearly all actives have a fitted effect of over 50% in size
ATXN2 expr inh: ATXN2 expression inhibition. HEK-293 ATXN2-luciferase reporter, luminescence, 24 h. 0.72% of 360,000 active. Potency, µM (titrated, usually from 57 µM), inactives show at the top dose activity change, negative = inhibition, usual class: inhibitors. AID 1745845; also: potency is read from the fitted curve at half-maximal effect; % is scaled to controls: 0 for no effect and ±100 for the full control effect; nearly all actives have a fitted effect of over 55% in size
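ATXN2-luciferase reporter cells (luciferase flanked by upstream and downstream ATXN2 gene portions) were treated 24 h at 37 °C with compounds at up to 57 uM. SteadyGlo luminescence gave expression; GF-AFC fluorescence gave viability.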
KB-3-1 tox: KB-3-1 parental cell cytotoxicity | AID 1347075 | KB-3-1 viability, CellTiter-Glo ATP luminescence, 72 h | 1.4% of 400,000 active | Potency, µM (highest dose often 46.1 µM), without a hit: at the top dose activity change, negative = cytotoxic, most hits filed as cytotoxic; also: potency is read from the fitted curve at half-maximal effect; % is scaled to controls: 0 for no effect and ±100 for the full control effect; nearly all actives have a fitted effect of over 60% in size
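Cytotoxicity measured as CellTiter-Glo luminescence after 72 h at 37 C. Compound titrations were pinned onto drug-naive KB-3-1 parental adenocarcinoma cells grown in DMEM with 10% FBS, and normalized data fitted to concentration-response curves.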
An asterisk follows results filed as active; i = inactive; ? = inconclusive; nt = no result given; & = joins results of further samples; [ ] = dose if it differs, or a comment. Unless noted, calls follow the shape of the dose curve; as a rule, active = well fitted curve in the direction sought with a large enough effect; inconclusive = small, poorly fitted or top-dose-only effect, or another doubt; inactive = no such curve, though single readings can be large; an effect the other way counts as inactive or inconclusive. This is a subset; rates above refer to the full screens.

SMILES	HT1080 IDH1KD tx	HT1080-NT tox	SW480 rereplic	ATXN viability	KB-V1 cytotox	IL-1B inflam inh	MCF10A rereplic	ATXN2 expr inh	KB-3-1 tox
Clc1ccccc1N1CCN(Cc2ccc3c(c2)OCO3)CC1	2.3%	2.8%	-6.2%	?	7.0%	-21.7	0.4%	-21.0%	-6.9%
O=C(C[N+]12CCC(CC1)C(CO)C2)c1ccc(Br)cc1 (configuration not stated)	4.2%	4.1%	-6.2%	i	26.1%	14.0	13.7%	2.1%	6.8%
COC(=O)C1=C(c2cccc(OCc3ccccc3)c2)C[C@@H]2CC[C@H]1N2C(=O)NNCc1ccccc1	-21.8%	-13.2%	?	?	?	-3.1	?	-22.1%	?
COc1ccc(CCNC(=O)N2c3ccccc3Sc3ccccc32)cc1	-28.4%	-24.3%	24.3%	?	?	?	16.4µM*	-24.0%	?
COc1ccc(Cn2c(=O)oc3ccc(C)cc32)cc1OC	-0.6%	-10.6%	?	i	?	9.8	-182.1%[0.0737 µM]	-16.5%	-9.7%
COc1ccc(-n2c(O)c(/C=C3\C=Nc4ccc(Br)cc43)c(=O)[nH]c2=O)cc1	-1.6%	-0.9%	?	i	-3.0%	18.2	?	-15.4%	-5.9%
COC(=O)c1c(C)n(Cc2ccco2)c2ccc(O)cc12	?	-0.5%[9.24 µM]	2.7%	i	0.0%	10.8	6.2%	14.5%	?
O=[N+]([O-])O[C@H]1CO[C@H]2[C@@H]1OC[C@H]2O[N+](=O)[O-]	-6.6%	15.0%	-6.8%	i	11.4%	6.4	-8.7%	4.6%&6.1%	0.0%
C[N+]12CCC(CC1)C(OC(=O)C(O)(c1ccccc1)c1ccccc1)C2 (configuration not stated)	11.8%	?	0.2%&-31.0%	i	-1.9%	-2.8	8.1%&7.0%	1.0%&6.1%	0.0%
O=C(C[n+]1ccn(CCCNP2(=O)C=C(c3ccccc3)OC(c3ccccc3)=C2)c1)c1ccccc1	-2.1%	-4.3%	?	i	-9.7%	-54.6*	?	-14.0%	-1.4%
COc1ccccc1CCNC1C2CC3CC(C2)CC1C3 (configuration not stated)	-11.0%	-15.8%	?	i	14.6µM*	-4.2	14.1%	-11.2%	-3.0%
Oc1ccc(/C=N/NP(=S)(c2ccccc2)c2ccccc2)cc1	-11.5%	-4.1%	-3.4%	i	-1.6%	5.4	7.4%	-3.0%	-0.1%
CCOP(=S)(OCC)SCC(=O)NC(C)(CC)C(=O)O (configuration not stated)	10.9%	10.6%	-1.9%	i	17.4%	7.9	0.2%	3.8%	9.3%
O=c1cc(-c2ccc(O)c(O)c2)oc2c(C3O[C@H](CO)[C@@H](O)[C@H](O)[C@H]3O)c(O)cc(O)c12 (some centres not stated)	12.1%	17.2%	-3.9%	?	?	33.0	-11.6%	6.4%	11.5%
CCOc1ccc2nc(NC(=O)c3cccn(Cc4ccccc4Cl)c3=O)sc2c1	nt	nt	nt	i	?	nt	nt	7.6%	5.5%
COc1ccc(/C=C/C2=CCN(C)CC2)cc1	3.1%	-5.4%	-6.1%	i	6.3%	-2.1	?	nt	2.2%
CCOC(=O)C1C(OC(=O)c2ccccc2)CC2CCC1N2C (configuration not stated)	10.4%	-3.2%	-29.8%	i	-5.3%	1.0	-14.4%	-11.4%	0.0%
CC(C)CCC1(CN2CCCC2=O)C(=O)NC(=O)NC1=O	15.3%	15.3%	-0.7%	i	26.9%	-1.9	-3.4%	0.7%	1.2%
CCCCCC1(C(C)C)C(=O)NC(=S)NC1=O	8.1%	11.8%	6.3%	i	?	44.3	0.4%	7.2%	-0.7%
COc1cccc(CN2CCc3nc(N4CCN(c5ncccn5)CC4)ncc3C2)c1	nt	nt	nt	?	0.0%	nt	nt	?	?
Cc1cccc(NC(=O)N2C[C@H]3C[C@@H](C2)c2cccc(=O)n2C3)c1	3.6%	-0.8%	-54.7%	i	?	4.0	-0.1%	1.1%	0.0%
COC(=O)C1=C(c2ccc(F)cc2OCc2ccccc2)C[C@@H]2CC[C@H]1N2C(=O)NCc1ccccc1OC	-11.5%	-5.3%	-3.5%[9.22 µM]	?	-18.5%	0.0	?	0.0%	0.0%
Cc1ccc(O)c([C@H](CCN(C(C)C)C(C)C)c2ccccc2)c1	?	?	?	?	?	-24.4&-11.1	?	?	-0.6%&0.0%
O=C1CC(=O)N(c2cccc(C(F)(F)F)c2)C(=O)N1	-2.3%	2.8%	-20.9%	i	-5.3%	-0.7	1.4%	nt	2.1%
Cc1ccc(-c2cc(C(F)F)n3ncc(C(=O)N4CCC5(CC4)OCCO5)c3n2)cc1	1.3%	3.7%	-0.8%	i	-2.9%	0.0	1.6%	-4.5%	-15.8%
C=CCN1C(=O)/C(=C\c2ccc(N3CCOCC3)o2)C(=O)NC1=S	-1.4%	-1.6%	5.3%	i	-15.8%	7.2	?	6.2%	20.5%
Cc1ccc(Cn2ccccc2=N)cc1	9.0%	12.6%	-3.8%	i	17.4%	-0.3	12.3%	2.6%	-3.5%
Cc1c(C(=O)N2CCC3(CC2)OCCO3)sc2ncnc(N3CCc4ccccc4C3)c12	?	-19.2%	-1.1%	?	?	-14.0	2.2%	?	-1.4%
O=C1OCCC1NC1=NCCC1 (configuration not stated)	15.1%	15.0%	-13.9%	i	15.6%	-6.4	2.1%	3.2%	-2.1%
Cc1nn(-c2ccccc2)c(Cl)c1/C=C(/CC(=O)O)c1nc2ccccc2s1	-13.7%	-22.1%	-2.5%	i	-2.6%	26.3	?	4.9%	-0.3%
COc1cc(C2(C#N)CCN(C)CC2)cc(OC)c1OC	13.7%	5.7%	-5.6%	i	2.7%	3.1	-1.1%	-12.9%	3.7%
COc1cccc(-n2nc(C(=O)N3CCC4(CC3)OCCO4)c3ccccc3c2=O)c1	21.8%	22.4%	-1.9%	i	-8.3%	-0.4	4.1%	-7.9%	-4.2%
O=c1[nH]cc(COCC(F)(F)C(F)(F)C(F)(F)F)c(=O)[nH]1	10.5%	0.5%	-10.6%	i	-3.7%	19.3	0.7%	0.2%	17.2%
Cc1cc(/C=C2/C(=O)NC(=O)N(C)C2=O)c(C)n1-c1ccccc1	4.3%	0.5%	-62.5%[inhibitor][1.84 µM]	i	-1.1%	6.2	-28.8%	0.5%	-0.2%
CCCC12CN3CC(C)(CN(C1)C3c1ccccn1)C2=O (configuration not stated)	nt	nt	nt	i	-1.4%	nt	nt	3.2%	-2.0%
CCCCn1c(=O)c(C(=O)Nc2ccccc2S(N)(=O)=O)c(O)c2ccccc21	?	?	15.3%	i	16.4µM*	-10.8	?	?	-8.2%
CCOc1cc(CNC2CCCC2)cc(Cl)c1OCc1ccc(F)cc1	?	?	?	28.2µM*	0.0%	-80.1*	?	22.4µM*	-9.9%
CCOP(=S)(OCC)Oc1nc(Cl)c(Cl)cc1Cl	-0.2%	10.2%	-55.5%[inhibitor]	i	?	0.0	-10.8%	-3.6%	0.0%
COC(=O)C1=C(c2ccc(S(C)(=O)=O)cc2)C[C@@H]2CC[C@H]1N2C(=O)NC1CCCCC1	15.2%	11.3%	-10.9%	i	?	-4.0	-3.5%	0.7%	18.8%
COC(=O)C1=C(c2ccccc2)C[C@@H]2CC[C@H]1N2C(=O)NCCO	4.4%	14.7%	8.3%[9.22 µM]	i	2.3%	8.6	-0.3%	2.3%	2.3%
Cc1cc2oc(=O)cc(-c3cc4ccccc4o3)c2cc1OC(=O)N(C)C	-0.9%	-12.6%	-0.3%	i	0.0%	24.0	4.6%	-1.6%	12.8%
CC(C)Oc1ccc(CC2(CCc3ccncc3)C(=O)NC(=O)NC2=O)cc1	-8.1%	-7.2%	-8.9%	?	-14.2%	13.6	-3.2%	1.4%	-14.9%
O=C(O)c1ccccc1Nc1cccc(C(F)(F)F)c1	-2.8%	11.0%	-8.1%	i	11.7%	24.4	?	-14.7%&8.6%	0.0%
CCCCC/C(=N/O)c1c(C)[nH]c2ccccc12	-18.9%	?	2.4%	i	12.0%	-62.4*	?	-1.7%	26.7%
N#Cc1c(/N=C/c2cc(Br)cs2)sc2c1CCC2	15.0%	27.7%	-5.4%	?	16.0%	?	1.2%	20.6%	8.5%
CN1C(=O)N(C)C(=O)C(CCc2ccccn2)(CCc2ccccn2)C1=O	11.6%	15.0%	-1.3%	i	-1.7%	-1.9	-3.2%	-11.4%	3.7%
O=C(c1cccc(N2CCCC2=O)c1)N1CCC2(CC1)OCCO2	7.9%	12.3%	2.3%	i	1.5%	2.1	-0.3%	-15.1%	-3.4%
O=C1C(Cl)=C(N2CCCCCC2)C(=O)N1c1ccccc1	19.4%	?	-3.8%	?	11.1%	?	0.8%	-2.1%	20.9%
COC(=O)c1ccccc1N=Cc1c(O)[nH]c(=S)[nH]c1=O	-4.1%	12.9%	-3.9%	i	15.1%	-9.3	1.0%	-10.7%	8.0%

Single records, as listed above.
O=[N+]([O-])O[C@H]1CO[C@H]2[C@@H]1OC[C@H]2O[N+](=O)[O-] is listed as HT1080 IDH1KD tx: -6.6%; HT1080-NT tox: 15.0%; SW480 rereplic: -6.8%; ATXN viability: i; KB-V1 cytotox: 11.4%; IL-1B inflam inh: 6.4; MCF10A rereplic: -8.7%; ATXN2 expr inh: 4.6%&6.1%; KB-3-1 tox: 0.0%
COC(=O)C1=C(c2ccccc2)C[C@@H]2CC[C@H]1N2C(=O)NCCO is listed as HT1080 IDH1KD tx: 4.4%; HT1080-NT tox: 14.7%; SW480 rereplic: 8.3%[9.22 µM]; ATXN viability: i; KB-V1 cytotox: 2.3%; IL-1B inflam inh: 8.6; MCF10A rereplic: -0.3%; ATXN2 expr inh: 2.3%; KB-3-1 tox: 2.3%
